Screening results from PubChem.
EPAC2 antag: antagonists of human EPAC2; Q8WZA2; EPAC2 GEF exchange of Rap1B-BODIPY-GDP, fluorescence; Potency, µM (doses to about 114 µM), inactives show top-dose activity, negative = inhibition, hits mostly inhibitors; hit rate 0.18% among 360,000; further: potency means the concentration at half of the fitted maximal effect; on the % scale 0 is the no-effect control and ±100 the full control effect; nearly all actives have a fitted effect of over 45% in size; many of its hits are not listed in these tables
Target sequence (Q8WZA2 whole entry, looked up): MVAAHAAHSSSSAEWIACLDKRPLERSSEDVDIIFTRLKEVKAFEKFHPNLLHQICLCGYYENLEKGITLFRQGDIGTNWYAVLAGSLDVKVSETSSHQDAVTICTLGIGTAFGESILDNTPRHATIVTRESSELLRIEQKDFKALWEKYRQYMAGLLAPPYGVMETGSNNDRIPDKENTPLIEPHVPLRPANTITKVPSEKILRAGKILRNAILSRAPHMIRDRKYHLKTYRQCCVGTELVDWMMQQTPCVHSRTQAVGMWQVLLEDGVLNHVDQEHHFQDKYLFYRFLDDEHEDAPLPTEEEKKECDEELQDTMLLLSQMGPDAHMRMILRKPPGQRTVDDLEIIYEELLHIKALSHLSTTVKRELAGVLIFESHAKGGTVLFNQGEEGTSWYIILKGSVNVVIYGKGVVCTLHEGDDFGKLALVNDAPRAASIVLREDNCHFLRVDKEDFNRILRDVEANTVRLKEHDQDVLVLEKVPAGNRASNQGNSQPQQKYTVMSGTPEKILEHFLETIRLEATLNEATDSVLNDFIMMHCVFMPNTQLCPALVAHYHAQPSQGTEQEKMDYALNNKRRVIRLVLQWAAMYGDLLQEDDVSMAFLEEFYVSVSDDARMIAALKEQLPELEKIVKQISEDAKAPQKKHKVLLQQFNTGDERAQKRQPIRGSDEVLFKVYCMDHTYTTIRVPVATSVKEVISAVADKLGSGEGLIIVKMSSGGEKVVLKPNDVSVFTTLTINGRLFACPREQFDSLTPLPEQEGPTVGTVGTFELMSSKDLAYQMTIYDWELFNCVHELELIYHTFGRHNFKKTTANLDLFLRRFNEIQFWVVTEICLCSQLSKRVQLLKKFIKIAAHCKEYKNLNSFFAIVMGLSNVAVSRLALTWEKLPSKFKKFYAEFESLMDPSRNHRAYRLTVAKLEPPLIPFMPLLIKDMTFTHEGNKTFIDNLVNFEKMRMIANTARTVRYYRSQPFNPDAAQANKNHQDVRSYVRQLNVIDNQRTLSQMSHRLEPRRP
A549 tox: A549 cytotoxicity, counter-screen for Nrf2 inhibitors. A549 ARE-Fluc cells, CellTiter-Fluor viability, 18-24 h. Potency, µM (series often up to 46 µM), for inactives: top-dose activity change, negative = cytotoxicity, actives largely listed as inhibitors. hit rate 0.16% among 390,000. AID 504648; further: potency means the concentration at half of the fitted maximal effect; on the % scale 0 is the no-effect control and ±100 the full control effect
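Cytotoxicity counterscreen: CellTiter-Fluor fluorescence was measured in A549 ARE_Fluc cells after 18-24 h of compound exposure in a concentration series. The subsequent BugLite luminescent read reports ARE-luciferase activity.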
CCT chaperon mod: modulators of cytosolic chaperonin (CCT/TRiC) activity; hit rate 0.3% among 360,000; purified chaperonin ATPase assay, HTRF ADP detection, 30 min; activity change, % (no concentration beside the values), hits read low; in the data active means activity change below about -30%; further: on the % scale 0 is the no-effect control and ±100 the full control effect
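Enzyme 40 or 20 nM (batch-dependent) in Tris pH 7.4/KCl/MgCl2/DTT; cpd 76 uM single point; ATP 10 uM; 30 min 37 °C; Transcreener ADP HTRF detection, 30 min RT; ratio 665/615.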
Nrf2 activator: Nrf2 pathway activation; AREc32 ARE-luciferase reporter (MCF7-derived line), luminescence, 24 h; Potency, µM (highest dose often 46.1 µM), for the others: at the highest dose activation, hits mostly activators; hit rate 0.31% among 410,000; further: potency means the concentration at half of the fitted maximal effect; % of control where 0% means no effect; nearly all actives have a fitted effect of over 65% in size
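AREc32_Fluc, 1000 cells/well, OPTI-MEM + 5% FBS, o/n 37 deg C 5% CO2; 23 nL cpd by pin tool, 24 hr; Steady-Glo 30 min RT, luminescence.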
Akt phos inh: inhibitors of Akt phosphorylation; hit rate 0.32% among 360,000; activity change, % for hits at 50 µM; Neuro2A IGF-stimulated pAkt S473 HTRF, 20 min; stronger effect = lower value; in the data active means activity change below about -80%; inconclusive means mostly about -51% to -80%; further: on the % scale 0 is the no-effect control and ±100 the full control effect
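Neuro2A cells in DMEM with 0.5% FBS, overnight at 37 deg C, given compound at single 50 µM final, then IGF (6 nM final) for 20 min at 37 deg C. Lysed; phospho-Akt Ser473 by HTRF after 24 h, 665/615 ratio.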
TGFb SMAD3 inh: blocks TGF-b signaling | HepG2 CAGA-GFP TGF-b/SMAD3 reporter, GFP fluorescence, 18 h; TGF-beta stimulated, 500 pg/mL final | Potency, µM (titrated, usually from 46.1 µM), for inactives: at the highest dose activity, negative = inhibition, usual class: inhibitors | hit rate 1.2% among 410,000 | AID 588855; further: potency means the concentration at half of the fitted maximal effect; on the % scale 0 is the no-effect control and ±100 the full control effect; nearly all actives have a fitted effect of over 65% in size
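Inhibition of TGF-beta-driven CAGA-GFP reporter expression in HEPG2 cells is measured by cellular GFP fluorescence after 18 h stimulation with 500 pg/mL recombinant TGF-beta in 1% FBS medium at 37 degrees C.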
Nrf2 inh: blocks Nrf2 signaling; Potency, µM (doses to about 46 µM), for inactives: at the highest dose activity change, negative = inhibition, most hits filed as inhibitors; hit rate 2.1% among 360,000; A549 ARE-Fluc reporter, luciferase luminescence, 18-24 h; further: potency means the concentration at half of the fitted maximal effect; on the % scale 0 is the no-effect control and ±100 the full control effect; nearly all actives have a fitted effect of over 60% in size
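Concentration-response testing used A549 ARE_Fluc cells at 5000 cells/well. Following an 18-24 h compound incubation, viability was read by fluorescence (Ex 405/Em 525) and luciferase output by luminescence.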
MmCpn inh: M. maripaludis TRiC chaperonin inhibition. purified Mm-Cpn ATPase, ADP Transcreener TR-FRET. Potency, µM (titrated, usually from 76.9 µM), without a hit: at the top dose activity, negative = inhibition, actives largely listed as inhibitors. hit rate 0.031% among 330,000. AID 504842; further: potency means the concentration at half of the fitted maximal effect; on the % scale 0 is the no-effect control and ±100 the full control effect; nearly all actives have a fitted effect of over 80% in size
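Purified archaeal chaperonin (25 nM final) was preincubated with compound for 10 min at 37°C, then ATP (10 uM final) was added for 30 min at 37°C in Tris pH 7.4/KCl/MgCl2/DTT buffer. ADP was quantified by HTRF Transcreener TR-FRET.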
EPAC2 agonist: EPAC2 (human) agonism; EPAC2 activation, biochemical qHTS; response scale: 100% = 6.5 mM cAMP response; Q8WZA2; hit rate 0.079% among 360,000; Potency, µM (series often up to 154 µM), for inactives: top-dose activation, hits mostly activators; further: potency means the concentration at half of the fitted maximal effect; nearly all actives have a fitted effect of over 50% in size
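qHTS, titration series. 100 nM EPAC2 / 250 nM Rap1B-BODIPY-GDP / 50 uM GDP; RT; ex 480/em 540 nm, 5-min reads to 30 min. Norm. to 6.5 mM cAMP = activation.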
* = called active by the depositor. Unless noted, the call rests on the fitted dose curve; in most records, active means well fitted curve in the direction sought with a large enough effect; inconclusive means small, poorly fitted or top-dose-only effect, or another doubt; inactive means no such curve, though single readings can be large; an effect the other way counts as inactive or inconclusive. These rows are one share of the data (hit frequency here may not be typical).

How did O=S1(=O)CCC(N=Cc2cc(Br)ccc2O)C1 (centres undefined) do in these assays?
EPAC2 antag: -7%; A549 tox: 6%; CCT chaperon mod: 0.1; Nrf2 activator: -0.3%; Akt phos inh: inactive; TGFb SMAD3 inh: -1%; MmCpn inh: 1%; EPAC2 agonist: 9%

Results for COc1ccc(C(CNc2ccc(C(F)(F)F)cn2)N(C)C)cc1OC (centres undefined) ?
EPAC2 antag: -1%; A549 tox: -1%; CCT chaperon mod: -0.6; Nrf2 activator: 2.4%; Akt phos inh: inactive; TGFb SMAD3 inh: -13%; Nrf2 inh: -1%; MmCpn inh: 0%; EPAC2 agonist: 7%

How did COc1ccc(C(=O)COc2ccccc2C#N)cc1 do in these assays?
EPAC2 antag: -10%; A549 tox: 4%; CCT chaperon mod: 0.0; Nrf2 activator: 7.7%; Akt phos inh: inactive; TGFb SMAD3 inh: 4%; Nrf2 inh: 1%; MmCpn inh: -1%; EPAC2 agonist: 10%

What do the screens show for `Cc1ccc(-c2nc(SC(C)C(=O)NC3CC3)n[nH]2)cc1` (centres undefined)?
EPAC2 antag: 9%; CCT chaperon mod: -1.4; Nrf2 activator: 0.0%; Akt phos inh: inactive; TGFb SMAD3 inh: 1%; EPAC2 agonist: -2%

How did COc1ccc(NC(=O)c2cc(-c3ccccn3)nc3ccccc23)c(OC)c1 do in these assays?
EPAC2 antag: -5%; A549 tox: -11%; CCT chaperon mod: -1.8; Nrf2 activator: 0.0%; Akt phos inh: inactive; TGFb SMAD3 inh: 8%; Nrf2 inh: -10%; MmCpn inh: -9%; EPAC2 agonist: 15%

What do the screens show for `O=C(Nc1ccc(N2CCCCC2)cc1)C1CCCN1S(=O)(=O)c1ccc(F)cc1` (centres undefined)?
EPAC2 antag: 7%; A549 tox: 0%; CCT chaperon mod: -2.3; Nrf2 activator: 0.3%; Akt phos inh: inactive; TGFb SMAD3 inh: -1%; Nrf2 inh: 7%; MmCpn inh: -2%; EPAC2 agonist: -3%

What do the screens show for `COCCN1C(=S)NC(c2cccc(C(F)(F)F)c2)C(C(=O)N2CCOCC2)=C1C` (centres undefined)?
EPAC2 antag: 4%; A549 tox: -3%; CCT chaperon mod: 0.3; Nrf2 activator: -0.1%; Akt phos inh: inactive; TGFb SMAD3 inh: 17%; Nrf2 inh: -18%; MmCpn inh: -8%; EPAC2 agonist: 0%

How did Cc1cccc(NC(=O)C2CCCN2C(=O)NC2CCCCC2)c1 (centres undefined) do in these assays?
EPAC2 antag: 5%; A549 tox: -3%; CCT chaperon mod: -0.9; Nrf2 activator: -0.8%; Akt phos inh: inactive; TGFb SMAD3 inh: 10%; Nrf2 inh: -5%; MmCpn inh: 1%; EPAC2 agonist: 1%

How did Cc1ccc(N2CC(C(=O)OCC(=O)C(C)(C)C)CC2=O)cc1 (centres undefined) do in these assays?
EPAC2 antag: 5%; A549 tox: 3%; CCT chaperon mod: -3.6; Nrf2 activator: -0.4%; Akt phos inh: inactive; TGFb SMAD3 inh: -4%; Nrf2 inh: 2%; MmCpn inh: 3%; EPAC2 agonist: -2%

What do the screens show for `CCOC(=O)c1nn(-c2ccccc2F)c2nc(Nc3ccccc3)cc(=O)n12`?
EPAC2 antag: 17%; A549 tox: -6%; CCT chaperon mod: 1.6; Nrf2 activator: 2.4%; Akt phos inh: inactive; TGFb SMAD3 inh: inconclusive; Nrf2 inh: 1%; MmCpn inh: -3%; EPAC2 agonist: 5%

What do the screens show for `O=C(CCCCCNC(=O)N1CCn2c1nc1ccccc12)NCCc1ccccc1`?
EPAC2 antag: -7%; A549 tox: 11%; CCT chaperon mod: 0.6; Nrf2 activator: -0.3%; Akt phos inh: inactive; TGFb SMAD3 inh: 1%; Nrf2 inh: 24%; MmCpn inh: 3%; EPAC2 agonist: 7%

Results for COc1ccc(-c2noc(N3CCC(C(=O)Nc4ccc(OC)cc4OC)CC3)n2)cc1 ?
EPAC2 antag: -9%; A549 tox: -12%; CCT chaperon mod: 0.4; Nrf2 activator: -1.6%; Akt phos inh: inactive; TGFb SMAD3 inh: 3%; Nrf2 inh: inconclusive; MmCpn inh: inconclusive; EPAC2 agonist: -6%

What do the screens show for `O=C(COc1cccc(F)c1)NNC(=O)Cc1ccc(Br)cc1`?
EPAC2 antag: 1%; A549 tox: 3%; CCT chaperon mod: 2.2; Nrf2 activator: -1.4%; Akt phos inh: inactive; TGFb SMAD3 inh: -15%; Nrf2 inh: -8%; MmCpn inh: -1%; EPAC2 agonist: 7%

What do the screens show for `Cc1ccc2c(c1)-c1c(cnn1CC(=O)Nc1ccccc1C#N)CO2`?
A549 tox: 2%; Nrf2 activator: 3.0%; TGFb SMAD3 inh: -12%; Nrf2 inh: -5%

Results for CCOC(=O)c1c(C)[nH]c(NC(=O)Nc2c(C)n(C)n(-c3ccccc3)c2=O)c1C ?
EPAC2 antag: -2%; A549 tox: 1%; CCT chaperon mod: 0.6; Nrf2 activator: 0.7%; Akt phos inh: inactive; TGFb SMAD3 inh: -4%; Nrf2 inh: -6%; MmCpn inh: -4%; EPAC2 agonist: 14%

The last 2 entries of the part above open the next one:
What do the screens show for `Cc1ccc2c(c1)-c1c(cnn1CC(=O)Nc1ccccc1C#N)CO2`?
A549 tox: 2%; Nrf2 activator: 3.0%; TGFb SMAD3 inh: -12%; Nrf2 inh: -5%

Results for CCOC(=O)c1c(C)[nH]c(NC(=O)Nc2c(C)n(C)n(-c3ccccc3)c2=O)c1C ?
EPAC2 antag: -2%; A549 tox: 1%; CCT chaperon mod: 0.6; Nrf2 activator: 0.7%; Akt phos inh: inactive; TGFb SMAD3 inh: -4%; Nrf2 inh: -6%; MmCpn inh: -4%; EPAC2 agonist: 14%

Results for CCc1ccccc1NC(=S)/N=C(\N)Nc1nc(C)c2cc(C)ccc2n1 ?
EPAC2 antag: inconclusive; A549 tox: -21%; CCT chaperon mod: 0.1; Nrf2 activator: 6.9%; Akt phos inh: inactive; TGFb SMAD3 inh: inconclusive; Nrf2 inh: 17%; MmCpn inh: inconclusive; EPAC2 agonist: 18%

What do the screens show for `CCOc1ccccc1NC(=O)C1CCCN(C(=O)Nc2ccccc2)C1` (centres undefined)?
EPAC2 antag: -1%; A549 tox: 2%; CCT chaperon mod: -1.1; Nrf2 activator: -0.2%; Akt phos inh: inactive; TGFb SMAD3 inh: -1%; Nrf2 inh: 9%; MmCpn inh: 2%; EPAC2 agonist: 4%

What do the screens show for `COc1ccc2c(Cl)c(C(=O)NCCc3ccc(S(N)(=O)=O)cc3)sc2c1`?
EPAC2 antag: 5%; A549 tox: 4%; CCT chaperon mod: 0.4; Nrf2 activator: 0.7%; Akt phos inh: inactive; TGFb SMAD3 inh: -1%; Nrf2 inh: -3%; MmCpn inh: -4%; EPAC2 agonist: -4%

How did CC(C)(C)OC(=O)C[C@@H]1C/C=C\C[C@H](CC(=O)NCCO)C(=O)N[C@@H](Cc2ccccc2)COC1=O do in these assays?
EPAC2 antag: 1%; A549 tox: -3%; CCT chaperon mod: -1.7; Nrf2 activator: 0.1%; Akt phos inh: inactive; TGFb SMAD3 inh: 2%; Nrf2 inh: 2%; MmCpn inh: 0%; EPAC2 agonist: 7%

What do the screens show for `N#C/C(=C\c1ccncc1)c1nc2ccccc2[nH]1`?
EPAC2 antag: 9%; A549 tox: 5%; CCT chaperon mod: -1.5; Nrf2 activator: inconclusive; Akt phos inh: inactive; TGFb SMAD3 inh: 2%; Nrf2 inh: 60%; MmCpn inh: -1%; EPAC2 agonist: 4%

Results for O=C(Nc1c(C(=O)N2CCN(c3ccccc3F)CC2)oc2ccccc12)c1ccccc1F ?
A549 tox: 9%; Nrf2 activator: 0.6%; TGFb SMAD3 inh: inconclusive; Nrf2 inh: -20%

What do the screens show for `CC(OC(=O)CCN=C1NS(=O)(=O)c2ccccc21)C(=O)Nc1ccc(F)cc1` (centres undefined)?
EPAC2 antag: -1%; A549 tox: -10%; CCT chaperon mod: -5.3; Nrf2 activator: 4.5%; Akt phos inh: inactive; TGFb SMAD3 inh: 5%; Nrf2 inh: -41%; MmCpn inh: 0%; EPAC2 agonist: 1%

What do the screens show for `Cc1ccc(NC(=O)CNc2cccc(C)c2C)c(C)c1`?
EPAC2 antag: -1%; A549 tox: -6%; CCT chaperon mod: -0.4; Nrf2 activator: 0.5%; Akt phos inh: inactive; TGFb SMAD3 inh: -2%; Nrf2 inh: -28%; MmCpn inh: 0%; EPAC2 agonist: 3%

What do the screens show for `COc1cc(OC)cc(C(=O)N/N=C/c2ccc(OC)c(COc3ccc(F)cc3)c2)c1`?
EPAC2 antag: 5%; A549 tox: inconclusive; CCT chaperon mod: -0.9; Nrf2 activator: 0.3%; Akt phos inh: inactive; TGFb SMAD3 inh: inconclusive; Nrf2 inh: -12%; MmCpn inh: -1%; EPAC2 agonist: 6%

How did Cc1ccc(NC(=O)CCC(=O)NNC(=S)Nc2ccc(F)cc2)c(C)c1 do in these assays?
EPAC2 antag: 7%; A549 tox: 2%; CCT chaperon mod: 0.4; Nrf2 activator: -0.2%; Akt phos inh: inactive; TGFb SMAD3 inh: -3%; Nrf2 inh: -7%; MmCpn inh: 2%; EPAC2 agonist: 4%

How did CCCc1nc2c(=O)[nH]c3ccccc3c2o1 do in these assays?
EPAC2 antag: -6%; A549 tox: 3%; CCT chaperon mod: -1.7; Nrf2 activator: 0.7%; Akt phos inh: inactive; TGFb SMAD3 inh: 0%; Nrf2 inh: 7%; MmCpn inh: 0%; EPAC2 agonist: 5%
